High-throughput results: PubChem BioAssay, several laboratories
Siah-1 displacement – Siah-1 peptide-binding antagonists, primary screen, biochemical, fluorescence polarization, rhodamine-plectin, uHTS (AID 1817); Siah-1 / rhodamine-plectin peptide fluorescence polarization; higher % means a stronger effect; hit rate 0.02% among 290,000; displacement, % at 20 µM, or IC50 in µM where a hit was titrated;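 active = displacement of at least 50% at 20 µM, with a fluorescence ratio check between 0.3 and a set limit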;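 also: plate controls were Siah plus tracer with DMSO for no effect and tracer alone without Siah for full effect; strong numbers were not always called active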
HIV peptide binding – inhibitors of HIV fusion peptide binding, primary screen, biochemical, uHTS, fluorescence dequenching (AID 1986); cell-free peptide binding, fluorescence dequenching, 30 min; higher % means a stronger effect; inhibition, % at 20 µM; hits with a dose series show IC50 in µM; hit rate 0.3% among 290,000; in the data active = inhibition mostly above about 52%, no sharp cut-off; inactive = mostly below about 76%; also: some results filed as inactive read as strong as hits
SV40 large T antigen – SV40 large T antigen inhibitors, biochemical (AID 1903); SV40 large T antigen ATPase/helicase inhibition assay; higher % means a stronger effect; inhibition, % at 20 µM; hits with a dose series show IC50 in µM; hit rate 0.39% among 310,000; in the data active = a potency from the dose series; inconclusive = inhibition mostly from about 32% at the one dose, without a potency; inactive = the rest, 99 in 100 with inhibition below about 32%; also: strong numbers were not always called active
MgcRacGAP inhibition – MgcRacGAP GTPase-activating activity inhibitors, confirmation, biochemical, ADP Hunter fluorescence | MgcRacGAP-stimulated Rac1 GTP hydrolysis, ADP Hunter fluorescence; higher % means a stronger effect; GST-tagged Rac1 F28L mutant substrate | inhibition, % at 30 µM, or IC50 in µM where a hit was titrated | hit rate 0.6% among 340,000;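 active = first-screen hits whose inhibition reached a set limit at any dose in the follow-up dose series; inconclusive = inhibition above the set first-screen limit but never retested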;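 also: fluorescence reports GDP produced by GAP-driven GTP hydrolysis; strong numbers were not always called active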
AID2073 – inhibitors of Mint1-CaV2.2 protein interaction, biochemical, HTRF (AID 2073). hit rate 0.19% among 290,000. inhibition, % at 20 µM; hits with a dose series show IC50 in µM. Voltage-dependent N-type calcium channel subunit alpha-1B (Homo sapiens). HTRF protein-protein interaction, Mint1-CaV2.2; higher % means a stronger effect; in the data active = inhibition mostly above about 51%, no sharp cut-off; inconclusive = no clear call, values can overlap the other calls; inactive = mostly below about 53%; also: some results filed as inactive read as strong as hits
RSV CPE inhibition – RSV antiviral activity via CPE protection, HEp-2 cells, primary 10 µM value included (AID 2391). HEp-2 cells, RSV-induced CPE inhibition; higher % means a stronger effect. CPE inhibition, % at 10 µM, or IC50 in µM where a hit was titrated. hit rate 0.13% among 310,000; in the data active = a potency from the dose series; inconclusive = CPE inhibition mostly from about 23% at the one dose, without a potency; inactive = the rest, 99 in 100 with CPE inhibition below about 21%; also: strong numbers were not always called active
NS5 inhibitors – Dengue-2 NS5 methyltransferase inhibitors, primary screen, biochemical, confirmation dose response (AID 588689). Genome polyprotein (Dengue virus type 2 (strain 16681-PDK53)). Dengue-2 NS5 methyltransferase capping enzyme assay, biochemical; higher % means a stronger effect. inhibition, % at 25 µM, or IC50 in µM where a hit was titrated. hit rate 0.3% among 340,000; in the data active = a potency from the dose series; inconclusive = inhibition above about 29% without an active follow-up result
XIAP antagonists – XIAP antagonists, biochemical, IAP family, fluorescence polarization (AID 1018) | E3 ubiquitin-protein ligase XIAP (Homo sapiens) | XIAP BIR domain, fluorescence polarization peptide displacement; higher % means a stronger effect | displacement, % at 20 µM, or IC50 in µM where a hit was titrated | hit rate 0.007% among 200,000; in the data active = displacement above about 50%; also: a part of the inactive calls stands beside numbers as strong as those of hits
LYP phosphatase – inhibitors of LYP phosphatase, biochemical, fluorescence intensity, uHTS (AID 1779); recombinant LYP phosphatase, fluorescence intensity; higher % means a stronger effect; one-dose inhibition, % at 11.5 µM; IC50 in µM for titrated hits; hit rate 0.054% among 290,000; in the data active = inhibition above about 50%;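 also: plate controls were vehicle with enzyme for no effect and no enzyme for full effect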
NS5 inhibitors pilot replicate – also measured in NS5 inhibitors; calls as there; inhibition, %; measured here: pilot screen replicate inhibition
Starred values were filed as active, the others as inactive; ? = inconclusive; · = not tested or not shown. Random draw from the library; about 1.7% have a hit in one of these screens.

The first two compounds, ahead of the listing:
SMILES	Siah-1 displacement	HIV peptide binding	SV40 large T antigen	MgcRacGAP inhibition	AID2073	RSV CPE inhibition	NS5 inhibitors	XIAP antagonists	LYP phosphatase	others
CC(C)(C)c1ccc(C(=O)NCCCn2ccnc2)cc1	-9%	1.1%	9%	11%	7%	-1.4%	-6%	·	-7%	NS5 inhibitors pilot replicate=-6.4
O=C(CN1CCN(S(=O)(=O)c2ccccc2)CC1)NC(=O)NCc1ccco1	18%	1.0%	10%	10%	5%	0.1%	-10%	·	-4%

This part in full (from the top)
SMILES	Siah-1 displacement	HIV peptide binding	SV40 large T antigen	MgcRacGAP inhibition	AID2073	RSV CPE inhibition	NS5 inhibitors	XIAP antagonists	LYP phosphatase	others
CC(C)(C)c1ccc(C(=O)NCCCn2ccnc2)cc1	-9%	1.1%	9%	11%	7%	-1.4%	-6%	·	-7%	NS5 inhibitors pilot replicate=-6.4
O=C(CN1CCN(S(=O)(=O)c2ccccc2)CC1)NC(=O)NCc1ccco1	18%	1.0%	10%	10%	5%	0.1%	-10%	·	-4%
COc1ccc(NC(=O)COC(=O)c2cc(OC)c(OC)cc2NC(=O)c2ccco2)cc1OC	0%	-1.4%	12%	2%	14%	3.9%	1%	-7.3%	-5%	NS5 inhibitors pilot replicate=1.8
COc1ccccc1/C=C/C=N/n1c(-c2ccc(Cl)cc2)n[nH]c1=S	-8%	-0.1%	5%	·	-32%	1.2%	·	·	-4%
COc1ccc(C(C)=O)cc1CSCCC#N	0%	1.4%	0%	7%	34%	1.8%	3%	-5.5%	-10%
O=C(CCNC(=O)N1CC(=O)Nc2ccccc21)Nc1ccc(Br)cc1F	1%	0.5%	11%	-2%	-1%	1.7%	-6%	·	-7%
CCCN1CCN(C(=O)CCCNC(=O)c2ccc(Cl)cc2)CC1	2%	0.6%	-14%	5%	2%	-0.5%	-6%	·	-13%
COc1cc(Cl)ccc1OCc1cc(C(=O)N(C)CCc2cnn(C)c2)no1	-3%	-0.6%	36%	9%	8%	1.2%	0%	·	-13%
CCn1c(SCC(=O)Nc2cc(C)on2)nc2c(c1=O)SCC2	0%	2.5%	16%	8%	13%	1.6%	2%	·	-9%
CCN(Cc1ccncc1)Cc1ccc(OC)c(OC)c1	5%	1.1%	0%	190µM*	-4%	-0.6%	-3%	·	-5%	NS5 inhibitors pilot replicate=-0.9
CC(C)(SC(=S)N1CCOCC1)C(=O)O	1%	-0.4%	12%	12%	-18%	0.8%	-3%	-0.3%	-5%
COc1cc(/C=N/Nc2ccc(C(=O)O)cc2)ccc1O	9%	2.4%	29%	40µM*	-10%	-0.3%	20%	-4.3%	0%
COc1ccc(NC(=O)CCCn2c(=O)[nH]c3ccccc3c2=O)cc1	0%	4.1%	20%	1%	13%	2.6%	-4%	-4.3%	-8%
CN(Cc1ccccc1)C(=O)c1cccc(N2C(=O)C3CC=CCC3C2=O)c1 (configuration not stated)	5%	-1.1%	9%	6%	9%	0.2%	-11%	·	-4%
S=c1[nH]nc(-c2ccc(Cl)cc2)n1/N=C/c1cccs1	-4%	0.7%	19%	·	-41%	1.8%	·	·	1%
O=C1/C(=C/c2ccc(O)cc2)SC(=S)N1Cc1cccnc1	-2%	1.2%	-7%	11%	-4%	3.9%	-11%	-2.0%	-6%
Cc1ccc2[nH]c(=O)c3cc(C(=O)N(C)Cc4ccco4)sc3c2c1	4%	168%	14%	11%	10%	0.0%	-3%	-1.7%	5%
CC[C@H](C)Cc1cn([C@@H](CCCCNC(=O)OC(C)(C)C)C(=O)NCCCCCCCCCCC(=O)N2CCN(C(=O)OC(C)(C)C)CC2)nn1	·	·	1%	4%	·	-1.4%	-2%	·	·
COc1ccc(-c2nnc3n(CCc4ccccc4)c(=O)c4ccccc4n23)c(OC)c1	2%	3.1%	10%	3%	4%	0.6%	4%	-8.0%	4%
Cc1cc(NC(=O)c2ccc(C#N)cc2)n(-c2ccccc2)n1	·	·	16%	7%	·	-0.1%	-2%	·	·
COc1cc(NC(=O)C(C)C)ccc1NC(=O)c1cc2ccccc2o1	-1%	-0.8%	8%	9%	2%	2.0%	3%	·	-11%
COc1ccccc1NC(=O)Cn1cnc2sc(C(=O)NCc3ccco3)c(C)c2c1=O	-2%	-0.8%	3%	7%	-6%	0.4%	-7%	-9.8%	-8%
N#C/C(=C\c1ccc(N2CCOCC2)o1)C(=O)NCCc1ccccc1	3%	110%*	13%	-4%	-7%	2.3%	-114%	-4.4%	6%
CC(C)NC(=O)NC(=O)CSc1ccccc1F	3%	-1.8%	0%	7%	0%	0.9%	-2%	-5.2%	0%
O=C(/C=C/c1c(F)cccc1Cl)Nc1ccc(S(=O)(=O)Nc2ncccn2)cc1	-2%	6.3%	-1%	8%	9%	2.0%	7%	·	-6%
CN(C)Cc1c(C(=O)N/N=C/c2cccc(OCc3c(F)cccc3Cl)c2)nnn1-c1nonc1N	-3%	-1.5%	9%	13%	13%	2.6%	-7%	·	-3%
Cn1c(CNC(=O)c2cccs2)nnc1SCC(=O)Nc1ccccc1	16%	1.9%	19%	8%	4%	-0.2%	-6%	-0.2%	-3%
CCOC(=O)Cc1cc(=O)n2[nH]c(-c3ccc(C)cc3)cc2n1	-10%	-1.5%	6%	13%	18%	0.8%	1%	-2.4%	1%
Cc1ccc(S(=O)(=O)Nc2cc3c4c(c2)C(C)C(=O)N4CCC3)cc1 (configuration not stated)	·	·	-1%	5%	·	0.9%	1%	·	·
CCn1cc(S(=O)(=O)N2CCCC2)cn1	-2%	1.0%	3%	6%	13%	0.6%	-1%	·	-6%
Cc1ccc(C)c(N2CCN(S(=O)(=O)c3ccc4c(c3)NC(=O)CC(=O)N4)CC2)c1	9%	-0.4%	1%	7%	5%	1.5%	-6%	·	-9%
COC(=O)c1[nH]c2ccccc2c1NC(=O)c1c(F)cccc1F	4%	-1.8%	19%	-14%	10%	2.0%	-8%	·	-6%
Clc1ccc(Cc2ccc(Cl)nn2)c(Cl)c1	3%	0.1%	5%	4%	1%	-1.1%	2%	-5.0%	-11%	NS5 inhibitors pilot replicate=2.3
NNC(=O)CNS(=O)(=O)c1ccc([N+](=O)[O-])cc1	-1%	-1.3%	6%	5%	-13%	0.7%	-9%	-17%	-7%
CCCNC(=O)CCn1cc(-c2ccc(OC)cc2)nc1-c1ccncc1	-2%	0.8%	6%	4%	3%	-1.7%	-9%	·	-8%
COCCn1c(SCC(=O)c2ccc(Cl)cc2)nnc1C(C)C	2%	-0.6%	12%	8%	-26%	-0.4%	-14%	-1.7%	-8%
CC1(C)SCC(C(=O)O)N1C=O (configuration not stated)	1%	-3.4%	2%	13%	2%	2.9%	-4%	0.3%	-7%
COc1cc(C(=O)N2CCN(c3ccccn3)CC2)cc(OC)c1OC	0%	-1.8%	3%	11%	-17%	0.0%	4%	·	-8%
CC[C@H](C)[C@H](NC(N)=O)C(=O)NCCc1ccc(Cl)cc1	12%	-1.3%	-8%	0%	14%	-0.8%	-3%	-5.5%	-2%
Cc1ccc(NC(=O)c2cc3c(s2)CCCC3)cc1S(=O)(=O)Nc1ccccc1Cl	2%	7.2%	14%	7%	44%	16%	-3%	-0.4%	5%
COc1ccc(/C=C2/SC(=O)N(NS(=O)(=O)c3ccccc3)C2=S)cc1OC	3%	29%	4%	12%	-12%	19µM*	16%	-8.8%	-4%
CC(C)(C)CC(C)(C)N1CNC(=S)NC1	1%	-1.4%	7%	8%	-14%	1.9%	4%	·	-5%
COC(=O)[C@H](Cc1ccccc1)N(C)S(=O)(=O)c1cccc(S(=O)(=O)N(C)[C@@H](Cc2ccccc2)C(=O)OC)c1	0%	-1.5%	0%	4%	10%	5.3%	-6%	·	-6%
Cc1ccc(C)c(NC(=O)CN(C)C(=O)CN2C(=O)C3CCCCC3C2=O)c1 (configuration not stated)	·	·	2%	-1%	·	0.8%	-1%	·	·
COc1ccc(/C=N/N=C2/CC(C)(C)Cc3n[nH]c(=O)cc32)cc1	2%	4.6%	5%	1%	6%	2.1%	?	-4.6%	-4%
CCCC(=O)c1cc(F)c(N2CCN(S(=O)(=O)c3ccccc3)CC2)cc1C	0%	-3.5%	1%	4%	2%	2.6%	-6%	-4.9%	13%
c1cncc(-c2nnc(-c3ccco3)o2)c1	7%	-1.9%	7%	12%	18%	1.6%	-1%	-5.4%	-7%
COC(=O)c1ccc2[nH]c(C(C)(C)O)c(C)c2c1	-1%	1.4%	16%	4%	6%	3.0%	-5%	·	-14%
O=C(O)CN1CCOCCOCCN(CC(=O)O)CCOCCOCC1	1%	2.3%	·	·	-5%	·	·	-3.5%	-10%
CCOC(=O)N1CCN(CC(O)COc2ccccc2C(C)CC)CC1 (configuration not stated)	3%	-0.8%	4%	10%	-1%	0.8%	1%	-18%	6%
S=C(NCc1ccco1)N1CCN(Cc2ccc(Cl)cc2Cl)CC1	-1%	2.0%	6%	12%	-19%	-1.1%	-11%	-0.6%	5%
C[C@H](NC(=O)c1nc[nH]c1C(=O)N[C@@H](C)C(=O)OC(C)(C)C)C(=O)OCc1ccccc1	-2%	1.3%	6%	7%	5%	1.4%	-2%	·	-3%
CCN(CC)S(=O)(=O)c1cccc(-c2nn(-c3ccccc3)cc2/C=C(\C#N)C(=O)NCc2ccco2)c1	17%	12%	14%	3%	22%	2.9%	1%	-2.3%	-2%
N/C(Cc1cccc2ccccc12)=N\OC(=O)COc1ccccc1	5%	2.3%	6%	11%	-4%	4.3%	-6%	-9.0%	-2%
O=C(Nc1ccn(Cc2c(F)c(F)c(F)c(F)c2F)n1)c1ccc(COc2ccccc2Cl)cc1	1%	1.9%	6%	5%	-4%	3.8%	1%	-4.7%	-2%
O=C(NCc1cccc(C(F)(F)F)c1)C1CC(c2cccc(F)c2)=NO1 (configuration not stated)	2%	0.2%	2%	14%	5%	4.8%	-2%	·	-6%
Cc1nnc(NC(=O)NCN2C(=O)C3C4C=CC(C4)C3C2=O)s1 (configuration not stated)	0%	0.7%	0%	1%	3%	1.8%	-2%	-3.6%	-2%
O=C(O)c1c2c(nc3ccc(S(=O)(=O)N4CCC(C(=O)NC5CCCC5)CC4)cc13)CCCCC2	3%	-1.5%	-5%	3%	-2%	0.7%	1%	-9.2%	-3%
CN(C)CCCNc1cc(C(C)(C)C)nc2c(-c3ccccc3)cnn12	0%	-1.8%	5%	1%	12%	·	-7%	·	0%
O=C(O)/C=C/C(=O)NCc1ccccc1	-1%	0.9%	5%	6%	-3%	1.7%	-9%	-5.6%	-8%
COc1cc2[nH]c(=S)n(C3CCN(Cc4ccccc4)CC3)c(=O)c2cc1OC	9%	-1.5%	13%	9%	-13%	0.2%	-12%	1.9%	0%
O=C(C1CCCCC1)N1CCc2[nH]c3ccc(F)cc3c2C1	18%	-0.2%	11%	2%	-10%	1.4%	0%	·	-6%
O=c1[nH]c(-c2ccccc2)c(-c2ccccc2)nc1[N+](=O)[O-]	-3%	1.3%	8%	4%	4%	-0.3%	-3%	·	-3%
